# High-throughput results deposited in PubChem by National Center for Advancing Translational Sciences (NCATS).
# BRCA1 expr up: qHTS Assay to Identify Small Molecule Activators of BRCA1 Expression. Potency, µM (top dose mostly 46.1 µM), for the others: top-dose activation, hits mostly activators. MCF7-BRCA1-FFLuc reporter, luminescence, 48 h; response scale: scaled: vehicle 0%, 10 µM genistein 100%. hit rate 1.1% among 380,000; note: potency is the fitted concentration of half-maximal effect; nearly all actives have a fitted effect of over 80% in size; some results filed as inactive show a strong effect at the top dose
#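 48 h compound treatment of MCF7-BRCA1-FFLuc cells (phenol-red free MEM, 37 °C), then 15 min with luciferase substrate and luminescence imaging.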
# p53 reactivator: qHTS assay for re-activators of p53 using a Luc reporter; H1299 p53-A138V BP100-luciferase reporter, luminescence, 24 h; Potency, µM (titrated, usually from 92.2 µM), for inactives: at the highest dose activity change, positive = activation, most hits filed as activators; hit rate 0.063% among 320,000; AID 504706, 2011; note: potency is the fitted concentration of half-maximal effect; % of control where 0% means no effect; nearly all actives have a fitted effect of over 45% in size
#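 H1299 (p53-null), stable ts p53-A138V + BP100-Luc; 1000 cells/well, Opti-MEM/10% FBS; cpd 4 pt, 1:5; 24 h, 37 deg C, 5% CO2; detection reagent 10 min RT; luminescence.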
# TRPV1 ag: HTS Assay for Compounds that Act as Agonists of the Vanilloid Receptor 1; Transient receptor potential cation channel subfamily V member 1 (Homo sapiens), Q8NER1; TRPV1-expressing cells, Fluo-8 calcium influx, agonist mode; hit rate 0.19% among 320,000; AID 540275, 2011; activation, % at 8.33 µM; in the data active = activation above about 80%; inconclusive = between about 30% and that limit; note: 0% is about no effect
#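 Fluo-8 calcium influx in TRPV1-expressing cells, kinetic read (ex 480/em 520 nm). Compound added and read 3 min for agonist activity, followed by capsaicin at EC20 final and 2 min further read for enhancement.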
# ELG1 DNA repair: qHTS screen for small molecules that inhibit ELG1-dependent DNA repair in human embryonic kidney (HEK293T) cells expressing luciferase-tagged ELG1; HEK293T ELG1-luciferase reporter, luminescence, 16 h; DNA damage induced by 5-fluorouridine; Potency, µM (highest dose often 46.1 µM), for inactives: at the highest dose activity change, negative = inhibition, most hits filed as inhibitors; hit rate 2.3% among 330,000; AID 504467, 2011; note: potency is the fitted concentration of half-maximal effect; % is set by controls: 0 for no effect and ±100 for the full control effect; nearly all actives have a fitted effect of over 55% in size
#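 In this reporter screen, reduction of luminescence relative to DMSO vehicle indicated activity. Compounds and 5-fluorouridine were added together to 2,000 cells per well, incubated for 16 hr at 37 °C, then developed with ONE-Glo.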
# B2AR arrestin: qHTS assay of beta-arrestin-biased ligands of beta2-adrenergic receptor; Beta-2 adrenergic receptor (Homo sapiens), P07550; beta-arrestin recruitment to beta2AR, cell-based reporter; Potency, µM (doses to about 46.1 µM), for the others: at the highest dose activation, usual class: activators; hit rate 0.02% among 330,000;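 note: potency is the fitted concentration of half-maximal effect; 0% = DMSO controls and full agonism = EC100 isoproterenol or metaproterenol; nearly all actives have a fitted effect of over 65% in size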
# Target sequence (P07550 whole entry, looked up): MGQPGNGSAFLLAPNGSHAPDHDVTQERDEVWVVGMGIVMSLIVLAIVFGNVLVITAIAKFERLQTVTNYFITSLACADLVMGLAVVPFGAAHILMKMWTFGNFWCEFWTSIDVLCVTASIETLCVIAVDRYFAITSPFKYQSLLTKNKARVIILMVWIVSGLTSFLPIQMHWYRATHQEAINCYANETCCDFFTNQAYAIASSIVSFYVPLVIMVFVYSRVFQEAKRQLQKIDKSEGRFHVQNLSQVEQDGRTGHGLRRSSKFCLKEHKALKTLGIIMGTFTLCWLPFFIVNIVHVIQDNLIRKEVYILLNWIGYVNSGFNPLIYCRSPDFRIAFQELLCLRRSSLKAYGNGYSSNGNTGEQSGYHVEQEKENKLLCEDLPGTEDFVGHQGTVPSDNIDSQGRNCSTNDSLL
# PTAP TSG101 blk: qHTS Assay for Iinhibitors of HIV-1 Budding by Blocking the Interaction of PTAP/TSG101. Fluorescence polarization, FITC-PTAP peptide / Tsg101 binding. 340,000 tested, under 10 active. Tumor susceptibility gene 101 protein (Homo sapiens), Q99816. Potency, µM (highest dose often 115 µM), without a hit: top-dose activity change, negative = inhibition, hits mostly inhibitors; active = well fitted inhibition curve with a large enough effect in the main read-out, with a control signal flat, not every such curve was filed as active; inconclusive = small, poorly fitted or top-dose-only effect, or effect the other way, or a change in a side signal; inactive = no such curve, though single readings can be large or run the other way; note: potency is the fitted concentration of half-maximal effect; % of control where 0% means no effect
# Target sequence (Q99816 whole entry, looked up): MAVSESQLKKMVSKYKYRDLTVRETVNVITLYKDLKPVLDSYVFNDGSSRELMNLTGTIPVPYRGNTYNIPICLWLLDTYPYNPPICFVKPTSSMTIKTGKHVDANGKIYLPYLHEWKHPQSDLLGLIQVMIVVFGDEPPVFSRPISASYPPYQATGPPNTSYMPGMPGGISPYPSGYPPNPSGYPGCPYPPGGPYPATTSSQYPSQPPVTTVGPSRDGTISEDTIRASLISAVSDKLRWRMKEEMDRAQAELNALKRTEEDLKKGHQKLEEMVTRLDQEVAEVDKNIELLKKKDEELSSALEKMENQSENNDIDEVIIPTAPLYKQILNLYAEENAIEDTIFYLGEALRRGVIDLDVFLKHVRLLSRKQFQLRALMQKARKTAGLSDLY
#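 Steps: Tsg101 binding domain dispensed (10 uM final), compounds pinned in DMSO, FITC-labeled PTAP-motif peptide added (50 nM final); after 20 min binding at room temperature, polarization measured.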
# AT treatment: qHTS Assay for Identifying a Potential Treatment of Ataxia-Telangiectasia; Potency, µM (top dose mostly 57.5 µM), inactives show top-dose activation, usual class: activators; hit rate 0.19% among 320,000; […] A-T fibroblasts, KAP-1 phosphorylation AlphaLISA; neocarzinostatin DNA damage 30 min before lysis; note: potency is the fitted concentration of half-maximal effect; % of control where 0% means no effect; nearly all actives have a fitted effect of over 45% in size
#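 ATM-like activity read as KAP-1 phosphorylation via AlphaLISA donor/acceptor antibody pairs after lysis and 6 hr at 25C. Cells were ATM-null patient fibroblasts ([…], hTERT), dosed 60 min, then exposed to the DSB inducer NCS for 30 min.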
# MLL CXXC-DNA inh: qHTS Fluorescence Polarization Assay for Inhibitors of MLL CXXC domain - DNA interaction; Histone-lysine N-methyltransferase 2A (Homo sapiens), Q03164; MLL-CXXC / FITC-HOXA9 DNA fluorescence polarization; Potency, µM (series often up to 115 µM), for the others: at the top dose activity change, negative = inhibition, hits mostly inhibitors; hit rate 0.037% among 290,000; AID 2662, 2010; active = well fitted inhibition curve with a large enough effect in the polarisation, with a control signal flat, not every such curve was filed as active; inconclusive = small, poorly fitted or top-dose-only effect, or effect the other way, or a change in a side signal; inactive = no such curve, though single readings can be large or run the other way; the % refers to the polarisation; note: potency is the fitted concentration of half-maximal effect
#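 Fluorescence polarization: 7 uM MLL-CXXC (stock) preincubated 5 min with compounds, then 50 nM fluorescein-HOX-A9 DNA (stock) added; 30 min ambient. Buffer 50 mM Tris-HCl pH 7.5, 50 mM NaCl, 1 mM DTT, 0.05% BSA.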
# Integrin act MD: qHTS for Activators of Integrin-Mediated Alleviation for Muscular Dystrophy | alpha7betagal myoblasts, beta-gal FDG fluorescence, 48 h | Potency, µM (series often up to 38.3 µM), for the others: at the highest dose activation, actives largely listed as activators | hit rate 0.064% among 350,000 | AID 624291, 2012;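 note: potency is the fitted concentration of half-maximal effect; 100% = response of the positive control SU9516; nearly all actives have a fitted effect of over 60% in size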
#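 alpha7betagal+/- myoblasts (passage 13, 250/well) treated 48 h at 37C with compounds at 1:260 dilution of DMSO stock. Lysed, then beta-galactosidase activity read as FDG fluorescence (ex 480/em 540) after 30 min, with pre-read for autofluorescence.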
# TCR act: Activators of T cell receptors: qHTS campaign. primary human leukocytes, anti-CD3, IL-2 HTRF, 48 h. Potency, µM (titrated, usually from 9.22 µM), without a hit: at the top dose activation of IL-2 secretion, hits mostly activators. 330,000 tested, under 10 active. AID 504894, 2011; note: % of control where 0% means no effect
#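 Primary human leukocytes incubated 48 hr with anti-CD3 beads plus compound, without co-stimulation. Secreted IL-2 measured by HTRF (europium cryptate/d2 anti-IL-2 pair, 320 nm excitation, 665 nm emission).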
# An asterisk follows results filed as active; ? = inconclusive; · = no result given; [ ] = dose if it differs, or a comment. Unless noted, calls come from the whole dose curve; as a rule, active = well fitted curve in the direction sought with a large enough effect; inconclusive = small, poorly fitted or top-dose-only effect, or another doubt; inactive = no such curve, though single readings can be large; an effect the other way counts as inactive or inconclusive.
Molecule,BRCA1 expr up,p53 reactivator,TRPV1 ag,ELG1 DNA repair,B2AR arrestin,PTAP TSG101 blk,AT treatment,MLL CXXC-DNA inh,Integrin act MD,TCR act
Cc1cc[n+](CC(=O)Nc2nc3ccccc3s2)cc1,32%,11%,0,7%,0.5%,-5%,-2%,4%,-1%,3%
O=C(C1CCCN1S(=O)(=O)c1ccc(Cl)cc1)N1CCN(c2ccccc2)CC1 (stereo unspecified),-3%,0%,·,-13%,5.8%,-3%,6%,·,19%,7%
O=C(C[n+]1ccccc1)N/N=C/c1ccccc1Cl,-3%,0%,-1,?,0.0%,0%,5%,·,12%,-3%
COc1cc(/C=N/NC(=O)c2ccc(F)cc2)ccc1OC(=O)c1ccco1,-5%,17%,2,?,-0.5%,-9%,2%,48%[activator],13%,-4%[46.1 µM]
Cc1occc1C(=O)NNC(=O)c1ccccc1C(=O)O,10µM*,4%,16,?,-0.2%,-3%,2%,?,15%,-1%
COc1ccc(-c2c(C(=O)O)c(-c3ccccc3)cn2C)cc1,1%,14%,-2,?,0.0%,-1%,10%,·,17%,-8%
COc1ccc(-c2c(NC(=O)c3ccco3)n(-c3ccc(C)cc3)nc(C)c2=O)cc1,2%,5%,-6,?,0.6%,1%,21%,3%,2%,-2%
COc1ccc2c([N+](=O)[O-])c(Cl)[nH]c2c1,2%,5%,3,0%,-0.1%,-6%,-9%,12%,14%,4%
O=C(CCc1ccc(S(=O)(=O)NCc2ccccc2)cc1)NCc1cccnc1,-17%,-4%,-1,-4%,-0.1%,5%,3%,-4%,18%,2%[46.1 µM]
CSc1nc(O)c(Cc2ccccc2)c(=O)[nH]1,2%,2%,-1,12%,-5.1%,-6%,-9%,-12%,6%,7%
Cc1ccc(C(OCC(O)CNC(C)c2ccccc2)c2ccccc2)cc1 (stereo unspecified),-37%,-5%,-2,-3%,-1.0%,-2%,-1%,3%,-62%[inhibitor],6%
COc1cc(C2C(C(=O)/C=C/c3ccccc3)=C(O)C(=O)N2c2ccccn2)ccc1O (stereo unspecified),21%,2%,8,9%,-0.1%,-4%,-5%,-9%,5%,1%
CC(C)(C)c1ccc(C(=O)Nc2ccc(CN3CCS(=O)(=O)CC3)cc2)cc1,-7%,-1%,29,7%,-0.2%,-3%,-3%,-16%,14%,6%
CCCn1c(C)cc(/C=C(\C#N)C(=O)O)c1C,8%,-13%,3,18%,-1.0%,-7%,0%,9%,1%,6%
Cc1cc(C)c2nc3nc(C)c(C)cc3c(N)c2c1,-52%,2%,-2,5%,0.1%,-7%,-4%,?,-66%[inhibitor],0%
Cc1noc(C)c1C(=O)OCC(=O)NC(=O)NC12CC3CC(CC(C3)C1)C2,6%,14%,12,?,-0.7%,0%,3%,-12%,-5%,·
CSCCC(NC(=O)COc1ccccc1)C(=O)N1CCC(C(N)=O)CC1 (stereo unspecified),2%,4%,2,14%,-0.3%,0%,2%,·,-23%,-7%
O=c1cc(CN2CCOCC2)c2ccc(O)c(O)c2o1,-9%,0%,1,-16%,-0.2%,1%,-1%,-4%,-45%[inhibitor],13%
COc1ccc2c(c1)SC1=NCCS(=O)(=O)N12,12%,6%,0,3%,0.1%,-5%,0%,8%,-2%[7.66 µM],5%
COc1cc(CN2CCC(n3nccc3NC(=O)c3ccc4c(c3)OCO4)CC2)ccc1O,1%,-1%,0,2%,0.5%,0%,-2%,19%,-10%,1%
Cc1ccc(N(C(=O)c2snc(C(N)=O)c2N)C(C(=O)NCc2ccccc2)c2ccncc2)c(C)c1 (stereo unspecified),-44%,0%,-2,-7%,0.5%,0%,0%,7%,1%,7%
Cc1cccc(Cc2nnc(CCC(=O)N(C)C3CCOC3)o2)c1 (stereo unspecified),37%,9%,-2,?,0.4%,0%,0%,8%,-27%,1%
COC(=O)C1C2C=CC3(CN(C(C)C)C(=O)C13)O2 (stereo unspecified),4%,7%,·,3%,0.4%,3%,11%,-6%,-28%,3%
CC1C=CCC2C(=O)N(c3cc(Cl)ccc3O)C(=O)C12 (stereo unspecified),-2%,2%,0,10%,-0.8%,-6%,-2%,4%,38%,-16%
CCCCNc1nc2c(c(=O)n(C)c(=O)n2C)n1CCC,-10%,-2%,-6,-5%,-0.4%,-4%,3%,0%,-13%,4%
O=P(O)(CCc1ccncc1)CN1CCCCC1,10%,7%,·,7%,-0.2%,-1%,-3%,-2%,36%,2%
CS(=O)(=O)c1ccc2nc(NC(NC(=O)c3ccco3)(C(F)(F)F)C(F)(F)F)sc2c1,-3%,-2%,0,-5%,0.3%,·,0%,-1%,4%,·
Cc1cc(=O)n2[nH]c(-c3ccccc3Cl)cc2n1,39%,-9%,-4,0%,-0.3%,-2%,-3%,-6%,4%,10%
CCOc1ccc(-c2c(C(=O)N/N=C/c3ccc(Cl)cc3)nnn2-c2nonc2N)cc1,0%,-2%,1,0%,0.1%,0%,-2%,-1%,2%,-5%
COc1ccc(CC(=O)Nn2c(-c3ccccc3)nc3ccccc3c2=O)cc1,-7%,-6%,-5,-21%,-0.7%,3%,4%,-11%,11%,-5%[46.1 µM]
S=c1[nH]nc(CCc2nc3ccccc3[nH]2)n1-c1ccccc1,-16%,-4%,-2,-3%,-0.3%,5%,-3%,-5%,-3%,6%
CCCNC(=O)c1ccc(CNc2c(N3CCC(C(=O)OCC)CC3)c(=O)c2=O)cc1,3%,-24%,1,-2%,-3.2%,1%,-3%,6%,20%,0%
Cc1cccc2nc(-c3cccnc3)c(NCCC(C)C)n12,0%,5%,?,5%,-0.2%,-1%,3%,-4%,7%,11%
CC(C)CCNc1ncnc2c1cnn2Cc1ccccc1Cl,-39%,1%,19,?,-0.2%,-6%,7%,-5%,-32%,-12%
Cc1ccc(SCC(=O)NCCN2C(=O)CSC2=O)c(C)c1,0%,-1%,0,-3%,-0.3%,-6%,4%,-1%,-9%,-5%[46.1 µM]
COn1c(SCc2cccc(Cl)c2)nc2ccccc2c1=O,0%,-2%,2,16%,0.4%,-6%,6%,0%,0%,-7%
O=[N+]([O-])c1ccccc1S(=O)(=O)NCc1ccc(F)cc1,7%,2%,0,-4%,0.2%,1%,-1%,6%,1%,-4%
Cc1ccc(S(=O)(=O)N2CCCCC2C(=O)N2CCN(c3ccccc3F)CC2)cc1 (stereo unspecified),-29%,-6%,3,?,-0.3%,-1%,5%,-3%,10%,4%
CSc1ncccc1C(=O)NCCc1ccccc1,24%,5%,4,?,-0.3%,-1%,2%,-4%,0%,-1%
COc1ccc(CNC(=O)/C=C/c2cc([N+](=O)[O-])ccc2OC(F)F)cc1OC,-2%,-5%,?,21µM*,0.0%,-3%,3%,-1%,10%,-1%
Cc1cc(C)n(CCCN2C(=O)c3cccc4cccc(c34)C2=O)n1,3%,8%,1,?,-0.2%,-10%,-3%,7%,-1%,4%
CCOc1ccccc1N1CCN(Cc2ccc(Br)s2)CC1,-1%,13%,?,-14%,-0.2%,-4%,1%,1%,-15%,1%
Cc1ccc(/C([O-])=C(/C(=S)NCc2ccc3c(c2)OCO3)[n+]2ccc(N(C)C)cc2)c(C)c1,0%,-5%,1,-4%,0.0%,-3%,-1%,16%,1%,-36%
O=C(c1cccc(C(=O)N2CCC(O)(c3ccccc3)CC2)c1)N1CCC(O)(c2ccccc2)CC1,-3%,·,·,·,·,0%,·,·,-30%,-8%
CCOC(=O)C(C)Oc1ccc2c(C)cc(=O)oc2c1C(C)=O (stereo unspecified),1%,-7%,0,10%,0.1%,-5%,1%,-2%,15%,-16%
CC1CCCC(C)N1C(=O)COC(=O)CNC(=O)c1ccc(Cl)cc1Cl (stereo unspecified),-4%,2%,1,3%,-0.6%,-4%,-2%,·,5%,-1%

# Part of the list above, reduced to MLL CXXC-DNA inh:
SMILES | MLL CXXC-DNA inh
CCOc1ccccc1N1CCN(Cc2ccc(Br)s2)CC1 | 1%
Cc1ccc(/C([O-])=C(/C(=S)NCc2ccc3c(c2)OCO3)[n+]2ccc(N(C)C)cc2)c(C)c1 | 16%
